# Screening results as filed in PubChem BioAssay.
# GALK inhibitor = inhibitors of human galactokinase (GALK) | P51570 | recombinant GALK, Kinase-Glo ATP luminescence, 1 h | Potency, µM (series often up to 57.5 µM), for the others: top-dose activity, negative = inhibition, actives largely listed as inhibitors | 44,000 tested, under 10 active | AID 1347072;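 further: plate controls were full GALK reaction for no effect and reaction lacking GALK for full effect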
# Target sequence (P51570 whole entry, looked up): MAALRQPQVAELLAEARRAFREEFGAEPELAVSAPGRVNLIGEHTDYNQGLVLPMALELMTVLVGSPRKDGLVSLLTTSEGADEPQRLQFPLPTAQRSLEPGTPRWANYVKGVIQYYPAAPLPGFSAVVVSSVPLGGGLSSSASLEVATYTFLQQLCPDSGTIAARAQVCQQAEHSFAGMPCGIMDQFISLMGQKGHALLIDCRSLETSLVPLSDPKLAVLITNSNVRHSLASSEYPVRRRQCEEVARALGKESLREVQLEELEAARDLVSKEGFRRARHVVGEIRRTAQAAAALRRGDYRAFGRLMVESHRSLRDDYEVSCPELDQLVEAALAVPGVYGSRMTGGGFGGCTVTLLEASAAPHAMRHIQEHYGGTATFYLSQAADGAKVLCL
#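 5 nM GALK with 35 µM ATP and 100 µM galactose in HEPES pH 8.0, MgCl2, NaCl, DTT, BSA; 1 h RT reaction, remaining ATP detected by Kinase-Glo Plus luminescence after 10 min; qHTS concentration series.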
# PTAP-TSG101 blk = blocks PTAP binding to human TSG101, validation | Q99816 | Fluorescence polarization, FITC-PTAP peptide/Tsg101, 20 min | Potency, µM (top dose mostly 115 µM), without a hit: top-dose activity change, negative = inhibition, usual class: inhibitors | 44,000 tested, under 10 active | AID 1347069; further: potency means the concentration at half of the fitted maximal effect; 0% is about no effect
# Target sequence (Q99816 whole entry, looked up): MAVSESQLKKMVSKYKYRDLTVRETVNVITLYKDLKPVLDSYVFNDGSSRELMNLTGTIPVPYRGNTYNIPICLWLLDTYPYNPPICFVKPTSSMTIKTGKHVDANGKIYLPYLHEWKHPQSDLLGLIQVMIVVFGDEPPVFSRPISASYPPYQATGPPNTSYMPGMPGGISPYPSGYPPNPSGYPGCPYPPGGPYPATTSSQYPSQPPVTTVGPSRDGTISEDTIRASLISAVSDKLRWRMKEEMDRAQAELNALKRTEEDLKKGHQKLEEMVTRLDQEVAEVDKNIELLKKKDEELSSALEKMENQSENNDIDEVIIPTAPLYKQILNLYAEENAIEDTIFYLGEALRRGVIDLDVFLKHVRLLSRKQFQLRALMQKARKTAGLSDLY
#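 Compounds pinned into 10 uM Tsg101 binding domain, then 50 nM FITC-PTAP peptide added in pH 7.5 HEPES buffer; FP read after 20 min, room temperature. Total S+P intensity flags fluorescent compounds; active cut-off <25 µM, efficacy <60%.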
# FH mod = Identification of activators of human fumarate hydratase by quantitative high-throughput screening. Fumarate hydratase, mitochondrial (Homo sapiens), P07954. FH coupled MDH/diaphorase resazurin fluorescence, 15 min. Potency, µM (series often up to 79.9 µM), for inactives: at the top dose activity change, negative = inhibition, hits mostly inhibitors. 54,000 tested, 0.22% active; further: potency means the concentration at half of the fitted maximal effect; on the % scale 0 is the no-effect control and ±100 the full control effect; the screen sought activators but most active calls are inhibition curves; nearly all actives have a fitted effect of over 45% in size
# B2AR arrestin ag = beta-arrestin recruitment by human beta2-adrenergic receptor ligands | P07550 | Potency, µM (highest dose often 46.1 µM), inactives show at the top dose activation, actives largely listed as activators | 44,000 tested, under 10 active | HTLA Tango cells, beta-arrestin recruitment, luciferase luminescence, 18 h;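 further: potency means the concentration at half of the fitted maximal effect; 0% = DMSO and full agonism = EC100 isoproterenol or metaproterenol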
#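 Luminescence read-out: arrestin recruitment to recombinant beta2-AR releases tTA, inducing luciferase. Cells exposed 18 hr at 37 degrees C to up to 46 microM compound; %Activity from corrected signal, concentration-response curves classified by r2, magnitude and efficacy.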
# NTMT1 inh = NTMT1 methyltransferase inhibition; NTMT1 MTase-Glo SAH luminescence, purified enzyme; Q9BV86; AID 1645870; Potency, µM (series often up to 114 µM), without a hit: at the highest dose activity change, negative = inhibition, hits mostly inhibitors; 59,000 tested, 2.5% active;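 further: potency means the concentration at half of the fitted maximal effect; plate controls were DMSO vehicle for no effect and no enzyme for full effect; nearly all actives have a fitted effect of over 65% in size; many of its hits are not listed in these tables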
# Target sequence (Q9BV86 whole entry, looked up): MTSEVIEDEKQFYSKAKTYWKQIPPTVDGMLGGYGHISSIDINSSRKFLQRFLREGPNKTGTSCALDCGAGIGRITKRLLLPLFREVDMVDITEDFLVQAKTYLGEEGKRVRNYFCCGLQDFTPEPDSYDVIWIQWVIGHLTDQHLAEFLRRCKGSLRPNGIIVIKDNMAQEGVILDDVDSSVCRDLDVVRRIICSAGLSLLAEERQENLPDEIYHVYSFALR
# p53null 39C kill = p53 null cell cytotoxicity, nonpermissive temperature. H1299 p53-null (neo) cells, 39C, ATPlite viability, 24 h. Potency, µM (series often up to 46.1 µM), inactives show top-dose activity, negative = cell killing, usual class: cytotoxic. 55,000 tested, 0.97% active. AID 904;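 further: potency means the concentration at half of the fitted maximal effect; 0% = DMSO only and -100% = full killing by 100 µM tamoxifen; nearly all actives have a fitted effect of over 50% in size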
#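 Following overnight plating at 37C (600 cells/well), H1299-neo or H1299-p53A138V cells are dosed up to 46 uM. Incubation lasts 24 hr at 39C before ATP detection.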
# p53null 32C tox = selectivity test: cytotoxicity in p53 null cells, permissive temperature; H1299-neo p53 null cells, ATP luminescence, 24 h, 32C; Potency, µM (top dose mostly 46.1 µM), without a hit: top-dose activity change, negative = cytotoxicity, usual class: cytotoxic; 55,000 tested, 0.62% active;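 further: potency means the concentration at half of the fitted maximal effect; 0% = DMSO only and -100% = full killing by 100 µM tamoxifen; nearly all actives have a fitted effect of over 55% in size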
#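 We seeded p53-null H1299-neo cells, incubated them overnight at 37C, and added compounds across a range up to 46 uM. After 24 hours at 32C, ATP reagent was applied for 20 min at room temperature and luminescence recorded.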
# Active calls of the source: *; ? = inconclusive; . = no result given; [ ] = remark or other dose. The call rests on the fitted dose curve; in most records, active means well fitted curve in the direction sought with a large enough effect; inconclusive means small, poorly fitted or top-dose-only effect, or another doubt; inactive means no such curve, though single readings can be large; an effect the other way counts as inactive or inconclusive.
# Order of results: GALK inhibitor | PTAP-TSG101 blk | FH mod | B2AR arrestin ag | NTMT1 inh | p53null 39C kill | p53null 32C tox
COc1ccc(NC(=O)c2nc3nc(C)cc(C(F)F)n3n2)c(C)c1
    3% | -1% | 1% | 0% | 12% | 1% | -7%
CCCn1c2ccccc2c2cnn(CC(=O)N(C)c3ccccc3CC)c(=O)c21
    2% | 0% | -17% | 0% | 6% | 1% | 2%
CCOc1ccccc1NC(=O)CCNS(=O)(=O)c1ccc2c(c1)CCN2C(=O)C1CC1
    0% | -4% | -4% | 1% | 2% | 20% | -1%
COC(=O)c1c(-c2ccc(Cl)cc2)noc1N1CCN(c2ccc(F)cc2)CC1
    0% | -3% | 5% | 1% | 7% | ? | -3%
COc1ccc(N2CCN(C(=O)c3c(C)oc4ncnc(N5CCCCC5)c34)CC2)cc1
    1% | -8% | -13% | -1% | -5% | -1% | 5%
COc1cccc(N2CC(NC(=O)COc3ccc4ccccc4c3)CC2=O)c1 (centres undefined)
    -8% | -4% | -17% | -4% | 8% | 8% | 3%
CCN1CCN(CCCNC(=O)CS(=O)(=O)Cc2nc(-c3ccccc3C)oc2C)CC1
    9% | 0% | 7% | 1% | -1% | -17% | -5%
COc1ccc(OC)c(NC(=O)c2c(NCc3ccc(C)o3)sc3c2CCC(C)C3)c1 (centres undefined)
    -7% | 0% | ? | 0% | ? | 13% | ?
CCC(C)NC(=O)c1cc(Sc2cccc(Cl)c2)nc2ccccc12 (centres undefined)
    -1% | -3% | -16% | 0% | 6% | ? | -12%
N#Cc1ccccc1OCC(=O)N1CCN(c2ccccc2F)CC1
    5% | 1% | . | 1% | . | -5% | 0%
CC(C)Cn1c(=O)c2sccc2n2c(CCCC(=O)NCCc3ccccc3)nnc12
    3% | -1% | -5% | -1% | 3% | -16% | -3%
CCOC(=O)c1c(-c2ccc(OC)cc2)oc2ccc(OCc3ccccc3C)cc12
    1% | -5% | 5% | 0% | -1% | 5% | -5%
CC(CCc1ccccc1)NC(=O)Cn1c(=O)nc(-c2ccccc2)c2ccccc21 (centres undefined)
    0% | 0% | 19% | 1% | 1% | ? | -7%
Cc1ccc(Cl)cc1N1CCN(S(=O)(=O)c2cc3[nH]c(=O)c(=O)[nH]c3cc2C)CC1
    -1% | -4% | 2% | 0% | -3% | -5% | -1%
COc1ccc(N2CCN(Cc3nc4c(c(=O)[nH]c(=O)n4C)n3CC(C)C)CC2)cc1
    1% | -4% | -9% | 0% | -14% | 0% | 2%
COc1ccc(CCn2cc3c(c2-c2ccc(Br)cc2)c(=O)n(C)c(=O)n3C)cc1OC
    2% | -3% | 8% | -1% | ? | -18% | 3%
CCOc1ccc(C(CC(=O)Nc2cc(C)c(Cl)cc2OC)N2Cc3ccccc3C2=O)cc1OC (centres undefined)
    2% | -4% | -13% | 8% | -2% | 0% | 13%
COc1ccc(C(=O)NCC(c2ccc3c(c2)OCO3)N2CCN(c3ccc(F)cc3)CC2)cc1 (centres undefined)
    -5% | -2% | -29% | 0% | 4% | 16% | 17%
Cc1c(CC(=O)NCCc2ccccc2F)c(=O)oc2cc(O)c(Cl)cc12
    9% | 1% | 1% | 1% | -14% | -10% | 4%
CCCSCCCNC(=O)C1CCCN(c2nn3cc(-c4ccc(OC)cc4)nc3s2)C1 (centres undefined)
    3% | 1% | -18% | 2% | 3% | -16% | -4%
CCS(=O)(=O)N1CCc2cc(C(=O)NCc3ccc(C)cc3)ccc21
    -10% | 0% | -25% | -2% | 4% | 19% | 0%
CCC1CN(C(=O)N2CCC(C(=O)NCc3ccco3)CC2)c2ccccc2O1 (centres undefined)
    -8% | 2% | -9% | 0% | 0% | -18% | -2%
COc1ccc(N2CCN(S(=O)(=O)CCNC(=O)COc3cccc(OC)c3)CC2)cc1
    -2% | -8% | -2% | -1% | -7% | 1% | -6%
COc1ccc(C2C(=O)N(C3CCC(C)CC3)CC(=O)N2Cc2ccc(C)cc2)cc1OC (centres undefined)
    -1% | -2% | . | -1% | . | 7% | -4%
CCCn1cc(S(=O)(=O)c2ccc(C)cc2)c(=O)c2cc(F)c(N3CCCC3)cc21
    1% | -1% | ? | 2% | 7% | -12% | -2%
CN(C)c1ccc(C(CNS(=O)(=O)c2ccccc2)N2CCc3ccccc32)cc1 (centres undefined)
    -2% | 4% | 18% | 1% | 9% | -8% | 5%
CSc1ccc(CNC(=O)Cn2nc(N3CCN(c4ccccc4)CC3)ccc2=O)cc1
    -1% | 0% | -9% | 0% | ? | ? | -7%
COc1cccc(CNC(=O)CCCn2nc(C)c3sc4ccccc4c3c2=O)c1
    4% | 1% | 0% | -3% | 4% | -13% | -5%
CC(C)Cn1cc(C(=O)N2CCN(c3cccc(Cl)c3)CC2)c2c3ccccc3n(C)c2c1=O
    -8% | -5% | ? | 1% | -5% | 29% | 19%
Cc1cc(N2CCCCC2)nc2ccc(NC(=O)CCC(=O)N3CCN(c4ccccc4)CC3)cc12
    2% | 2% | ? | 2% | -7% | -5% | -8%
COC(=O)c1cc(S(=O)(=O)N2CCN(c3cccc(C)c3)C(C)C2)c[nH]1 (centres undefined)
    -1% | -3% | -18% | 0% | ? | -13% | -2%
CCc1ccccc1NC(=O)Cn1c(-c2nonc2N)nc2ccccc21
    2% | -3% | 2% | -2% | 8% | -14% | -4%
CCOc1ccc(CCNC(=O)CN2C(=O)COc3ccc(S(=O)(=O)N(CC)CC)cc32)cc1
    1% | 0% | -9% | 1% | 10% | -1% | 10%
COCCCNC(=O)c1sc2nc3n(c(=O)c2c1C)CCC3
    2% | -4% | -2% | 0% | 9% | -5% | 9%
O=C(Nc1nnc(S(=O)(=O)N2CCCCCC2)s1)c1ccccc1F
    3% | -4% | -16% | 0% | -2% | -10% | -7%
O=C(COCc1cc(-c2ccc3c(c2)OCO3)on1)NCc1ccc(F)cc1
    6% | -1% | 2% | 1% | -4% | -17% | 3%
Oc1c(C(c2ccccc2F)N2CCCC2)sc2nc(-c3ccco3)nn12 (centres undefined)
    1% | -8% | -2% | -4% | -8% | 30%[activator] | 7%
COc1ccc(C(=O)Oc2c(Sc3ccc(C)cc3)c(C)nn2C(C)(C)C)c(OC)c1
    1% | -6% | -23% | 0% | 0% | -15% | -6%
COc1ccc(NC(=O)Cn2c(=O)ccc3cc(S(=O)(=O)N4CCCC4)ccc32)cc1Cl
    4% | 1% | -16% | 0% | -10% | 11% | -2%
CCCC(=O)NCC(c1ccc2c(c1)OCO2)N1CCN(c2ccccc2)CC1 (centres undefined)
    -4% | -3% | -11% | -1% | 6% | 16% | -1%
CCOc1cccc2sc(NC(=O)c3ccc(S(=O)(=O)N4CCCCC4)cc3)nc12
    ? | -2% | -6% | -1% | -1% | -8% | -8%
CCCCn1c(SCC(=O)Nc2ccc(F)cc2)nc2c(sc3ccccc32)c1=O
    -9% | -14% | -2% | -2% | -14% | 19% | -4%
O=c1ccc2cc(S(=O)(=O)NCc3ccc(Cl)cc3)ccc2[nH]1
    4% | 1% | 3% | 0% | -20% | -6% | 2%
COC(=O)c1sc(N2C(=O)c3oc4cc(C)c(C)cc4c(=O)c3C2c2ccccc2F)nc1C (centres undefined)
    0% | -5% | 18% | -1% | 9% | -14% | -8%
CC(=O)Nc1cccc(NC(=O)Cc2csc(COc3cccc(C)c3)n2)c1
    6% | 1% | 16% | -4% | -2% | 2% | -15%
O=C(Nc1ccc(Cl)cc1)C(NS(=O)(=O)c1cccs1)c1ccccc1 (centres undefined)
    2% | 2% | -14% | 0% | -2% | 12% | 27%
CCN1CCN(C(c2ccc(C)cc2)c2c(O)cc(C)n(Cc3ccco3)c2=O)CC1 (centres undefined)
    -3% | -4% | -22% | 2% | -18% | -1% | 14%
COc1ccc(CNC(=O)c2cc3cc(OC)ccc3oc2=O)cc1
    8% | -2% | 1% | 0% | -15% | -6% | 5%
O=C(COc1ccccc1)OCc1cc(=O)n2nc(C3CC3)sc2n1
    0% | 0% | -17% | 0% | -2% | -13% | 4%
CCc1ccccc1NC(=O)C1CCCN(c2ncnc3onc(C)c23)C1 (centres undefined)
    -6% | -5% | -7% | 0% | 2% | -29% | -1%
CN(C)CCNC(=O)c1ccc2c(c1)N(Cc1ccccc1)C(=O)c1ccccc1S2(=O)=O
    7% | 2% | 0% | 1% | 7% | -16% | -6%
CCN1C(C(=O)c2ccccc2)=C(OC(=O)C(C)C)c2ccccc2S1(=O)=O
    -5% | 1% | 1% | -1% | 6% | -8% | -4%
Cc1ccc2nc(NC(=O)c3nc(SCc4ccccc4F)ncc3Cl)sc2c1
    0% | -2% | 2% | -1% | 6% | -4% | -2%
CC(C)c1ccc(OCC(=O)NC(Cc2c[nH]c3ccccc23)C(=O)O)cc1 (centres undefined)
    0% | -9% | -1% | -2% | 0% | -5% | -5%
COc1ccc(C2CC(=O)Nc3c2c(C)nn3-c2nncc(-c3ccccc3)n2)c(OC)c1OC (centres undefined)
    -14% | 0% | 0% | -1% | 12% | ? | -7%
O=C(NCc1ccc2c(c1)CCN2C(=O)c1ccc(Cl)cc1)c1ccco1
    -1% | -7% | 0% | 0% | 6% | 2% | -5%
O=C(Nc1nc2n(n1)C(c1ccc(F)cc1)C=C(c1ccc(Cl)cc1)N2)c1ccc([N+](=O)[O-])cc1 (centres undefined)
    ? | -3% | 6% | -3% | 7% | 1% | ?
CC(C)NC(=O)CSc1nc2ccccc2c(=O)n1Cc1ccc(C(=O)NC(C)C)cc1
    1% | 0% | 4% | 0% | -1% | -14% | 5%
COc1ccc(CCNC(=O)CSc2nc3ccccc3nc2Cc2ccc(C)cc2)cc1OC
    -2% | -2% | -1% | 0% | 8% | 5% | 11%
CCOc1ccccc1CNC(=O)c1ccc(Cn2c(=O)c3cccn3c3cccnc32)cc1
    ? | -5% | 4% | -1% | -16% | -20% | 4%
CCOc1ccc(Nc2c(S(=O)(=O)c3ccccc3)cnc3ccc(CC)cc23)cc1
    5% | 2% | ? | -2% | -1% | 89%[activator] | 25%

# Some of the compounds tested; count on the stated rates, not on these rows.
